TLR9-MyD88 block: blocks human TLR9 binding to MyD88; 340,000 tested, 0.21% active; AID 504734; CHO BLA complementation TLR9-MyD88, CCF4 FRET ratio; inhibition, % at 4.98 µM; Q9NR96+Q99836;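 active means inhibition above the mean over all tested compounds plus 3 SD, cut at about 21% in these data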;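 further: 0% = DMSO only wells and 100% = clavulanate BLA inhibitor control wells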
Vif imaging: inhibitors of HIV Vif; HEK293T cells, Vif self-association by quenched fluorescence, imaging, 24 h; inhibition, % at 7.49 µM; 340,000 tested, 0.35% active; AID 602346; in the data active means inhibition above about 50%, passing the limit was not always enough; further: some results filed as inactive read as strong as hits
TROY signal inh: blocks TROY-dependent signaling in reporter cells; Q293 LMP1-TROYcd NF-kB luciferase reporter, 4 h; inhibition, % at 10 µM; 360,000 tested, 0.98% active; AID 1347056;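 active means compounds whose plate-normalised and pattern-corrected inhibition of the luciferase reporter signal at the single screening dose is 50% or more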
EBV LMP1 NFkB: Epstein-Barr LMP1 NF-kappaB reporter inhibition | AID 504558 | 350,000 tested, 0.69% active | inhibition, % at 12.5 µM | LMP1-induced NF-kappaB luciferase reporter cells, luminescence; in the data active means inhibition above about 41%;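 further: 0% = neutral control wells and 100% = reference inhibitor control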
NOD2 RIPK2 PPI: NOD2-RIPK2 protein interaction inhibition; O43353; CHO BLA complementation NOD2-RIPK2, CCF4 ratio; 360,000 tested, 0.38% active; inhibition, % at 4.98 µM; in the data active means inhibition above about 21%;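 further: 0% = vehicle only and 100% = reference blocker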
Target sequence (O43353 whole entry, looked up): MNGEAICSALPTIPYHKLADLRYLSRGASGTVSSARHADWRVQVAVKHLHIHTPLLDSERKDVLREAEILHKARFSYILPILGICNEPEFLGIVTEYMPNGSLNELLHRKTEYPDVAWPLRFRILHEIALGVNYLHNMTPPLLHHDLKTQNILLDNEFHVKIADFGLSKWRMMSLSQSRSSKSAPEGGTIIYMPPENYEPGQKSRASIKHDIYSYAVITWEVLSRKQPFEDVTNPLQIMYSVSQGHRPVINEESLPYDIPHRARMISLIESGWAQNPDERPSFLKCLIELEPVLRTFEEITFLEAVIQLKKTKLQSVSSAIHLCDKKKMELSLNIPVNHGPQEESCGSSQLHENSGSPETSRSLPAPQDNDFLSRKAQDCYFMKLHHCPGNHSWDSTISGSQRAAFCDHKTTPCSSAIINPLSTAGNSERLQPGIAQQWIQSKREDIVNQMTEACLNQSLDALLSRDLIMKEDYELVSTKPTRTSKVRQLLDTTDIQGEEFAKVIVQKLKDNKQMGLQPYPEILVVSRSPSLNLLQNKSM
SRC3 inh: inhibits human SRC3 coactivator. Q9Y6Q9. HEK293 GAL4-SRC3 luciferase reporter, luminescence. inhibition, % at 3.6 µM. 360,000 tested, 0.17% active. AID 588352;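 active means inhibition above a per-campaign cutoff, the mean of all compounds plus 3 SD, cut at about 60% in these data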;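 further: 0% = DMSO-treated cells and 100% = gossypol-treated cells at 36 µM; higher means less SRC3-driven luciferase light from the GAL4 reporter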
NR5A2 inv ag: inverse agonists of human LRH-1 (NR5A2). O00482. HEK293T StAR-luciferase reporter, LRH-1 transfected, 24 h. inhibition, % at 3.6 µM. 360,000 tested, 0.13% active;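 active means inhibition above the mean inhibition of all tested compounds plus 3 SD, cut at about 73% in these data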;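 further: 0% = DMSO wells and 100% = reporter-only cells lacking LRH-1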
SRC2 inh: inhibits human steroid receptor coactivator 2. Q15596. HEK293 GAL4-SRC2 luciferase reporter, luminescence. inhibition, % at 9 µM. 370,000 tested, 0.17% active;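 active means inhibition above the mean inhibition of all tested compounds plus 3 SD, set per campaign, cut at about 52% in these data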;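 further: 0% = DMSO treated cells and 100% = cells given Gossypol at 36 µM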
NR2F2 inh: blocks human COUP-TFII nuclear receptor; inhibition, % at 8.6 µM; AID 686940; P24468; HEK293T NGFI-A luciferase reporter, luminescence; 370,000 tested, 0.7% active;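 active means inhibition above a per-plate cutoff, mean inhibition of test wells between control levels plus 3 SD, cut at about 38% in these data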;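 further: cells cotransfected with COUP-TFII expression vector driving the NGFI-A reporter; 0% = median of COUP-TF2 test wells and 100% = reporter-only cells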
Target sequence (P24468 whole entry, looked up): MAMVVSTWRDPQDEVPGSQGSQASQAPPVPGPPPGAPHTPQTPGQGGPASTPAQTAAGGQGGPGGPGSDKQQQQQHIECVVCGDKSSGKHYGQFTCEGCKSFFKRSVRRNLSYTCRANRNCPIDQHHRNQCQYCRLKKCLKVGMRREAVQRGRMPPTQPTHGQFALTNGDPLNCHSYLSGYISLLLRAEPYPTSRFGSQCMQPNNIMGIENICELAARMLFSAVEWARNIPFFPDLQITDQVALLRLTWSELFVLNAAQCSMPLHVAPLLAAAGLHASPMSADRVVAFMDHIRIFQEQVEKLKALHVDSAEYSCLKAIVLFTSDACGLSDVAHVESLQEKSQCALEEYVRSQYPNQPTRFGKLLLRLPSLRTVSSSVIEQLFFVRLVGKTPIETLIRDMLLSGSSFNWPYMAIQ
C8 TRAIL sens: caspase-8 TRAIL sensitization. NB7+C8 cells + TRAIL, ATPlite viability luminescence. inhibition (viability loss, TRAIL sensitization), % at 10 µM. 360,000 tested, 1% active;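 active means compounds causing at least 50% loss of cell viability in the single-dose screen, relative to plate controls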
SRC1 inh: human NCOA1 inhibition; AID 588354; Q15788; 360,000 tested, 0.12% active; HEK293 GAL4-SRC1 luciferase reporter, luminescence; inhibition, % at 3.6 µM;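 active means inhibition above the campaign mean plus 3 SD, with each screening campaign given its own cutoff, cut at about 60% in these data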;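 further: 0% = DMSO treated cells and 100% = gossypol at 36 µM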
An asterisk follows results filed as active; nt = no result given. An excerpt; the hit share may differ from the screen's.

mol	C8 TRAIL sens	SRC1 inh	NR5A2 inv ag	Vif imaging	NOD2 RIPK2 PPI	TLR9-MyD88 block	SRC2 inh	TROY signal inh	SRC3 inh	NR2F2 inh	EBV LMP1 NFkB
O=C(Cc1ccccc1)Nc1ccccc1CO	-10	4	5	37	0	5	14	19	13	-4	-9
O=C(CCNC(=O)OCC1c2ccccc2-c2ccccc21)NOCc1ccccc1	-25	2	-11	4	7	-4	3	-12	-7	15	1
Cc1cnc(NC(=O)CSc2ncn(-c3ccccc3)n2)s1	-7	-12	-7	7	-3	-2	-14	-6	12	-6	-1
CSCCC(NC(=O)c1ccccc1Cl)C(=O)N1CCCCCCC1 (stereo not drawn)	-8	3	-13	-2	-1	8	-10	0	-6	0	8
O=C(COC(=O)C1(c2ccccc2)CC1)N1CCN(c2ccc(F)cc2)CC1	16	-5	5	-4	4	-3	10	6	17	16	-2
COc1cc2c(cc1NC(=O)C(C)Sc1ccc(C)cc1)oc1ccccc12 (stereo not drawn)	4	9	18	12	-16	-6	6	11	7	0	6
O=c1c2ccccc2oc2cc(Br)ccc12	4	-39	-7	6	-4	1	-58	-53	-32	-11	1
N#Cc1cc2c(nc1SCC(=O)Nc1sc3c(c1C#N)CCC3)CCCCCC2	20	2	6	-7	-4	1	-17	-8	-19	-8	5

Three entries from above, ordered by the number in SRC2 inh, falling:
| smiles | SRC1 inh | NR5A2 inv ag | Vif imaging | NOD2 RIPK2 PPI | TLR9-MyD88 block | SRC2 inh | SRC3 inh | NR2F2 inh | EBV LMP1 NFkB |
| --- | --- | --- | --- | --- | --- | --- | --- | --- | --- |
| O=C(Cc1ccccc1)Nc1ccccc1CO | 4 | 5 | 37 | 0 | 5 | 14 | 13 | -4 | -9 |
| COc1cc2c(cc1NC(=O)C(C)Sc1ccc(C)cc1)oc1ccccc12 (stereo not drawn) | 9 | 18 | 12 | -16 | -6 | 6 | 7 | 0 | 6 |
| O=c1c2ccccc2oc2cc(Br)ccc12 | -39 | -7 | 6 | -4 | 1 | -58 | -32 | -11 | 1 |

(listing goes on)
mol	C8 TRAIL sens	SRC1 inh	NR5A2 inv ag	Vif imaging	NOD2 RIPK2 PPI	TLR9-MyD88 block	SRC2 inh	TROY signal inh	SRC3 inh	NR2F2 inh	EBV LMP1 NFkB
O=C(NCc1n[nH]c(=S)n1-c1ccc(Cl)c(Cl)c1)c1ccc(S(=O)(=O)N2CCOCC2)cc1	2	3	1	-2	-10	1	-23	-8	0	7	4
COc1ccc2cc(CN(CCO)C(=O)c3ccccc3F)c(=O)[nH]c2c1	-11	-42	1	8	-4	8	-11	-6	-16	0	-5
COc1ccc(NC(=O)COc2cc(O)c3c(c2)OC(C)(C)CC3=O)cc1	0	-22	8	-7	5	-4	18	6	-9	25	5
CCNC(=O)c1cc(S(=O)(=O)N(C)C)c(Cl)cc1Cl	-9	3	-3	-6	-6	4	9	-1	4	-2	2
Cc1ccc(-c2nn(CC(=O)O)c(=O)c3ccccc23)cc1	7	-2	-20	-11	-9	-3	4	-3	-4	-12	1
c1ccc(Cc2nnc(N3CCCCC3)c3ccccc23)cc1	-1	-63	0	-9	-4	4	32	-5	2	20	-7
Cc1[nH]n(-c2ccccc2)c(=O)c1S(=O)(=O)c1ccccc1	9	-25	19	-5	-2	-12	-10	-16	14	6	-1
COc1ccccc1CNC(=O)c1c(-c2ccccc2Cl)noc1C	-11	-3	1	6	0	2	-12	-10	-19	2	11

(next part)
mol	C8 TRAIL sens	SRC1 inh	NR5A2 inv ag	Vif imaging	NOD2 RIPK2 PPI	TLR9-MyD88 block	SRC2 inh	TROY signal inh	SRC3 inh	NR2F2 inh	EBV LMP1 NFkB
CCOc1cc(/C=C2/SC(=S)N(CC(=O)O)C2=O)ccc1OC(=O)c1cccs1	5	-5	4	-3	-8	-2	4	-42	-2	-2	13
O=C1OCc2cccc3cccc1c23	3	-14	-23	0	-9	10	-17	8	-22	-12	-2
Cc1cc(C)nc(SCc2nnc(SCC(=O)Nc3nc(-c4ccccc4)cs3)n2C)n1	16	9	30	-5	-4	0	-3	-2	-22	-20	-2
CC(C)C(c1nnnn1Cc1ccc(F)cc1)N1CCN(C(=O)c2ccco2)CC1 (stereo not drawn)	22	-12	-21	nt	-16	-6	-5	15	-7	-10	-7
Cc1cc(=O)oc2cc(OCCSCCN3CCCCC3)ccc12	4	14	4	4	5	5	7	-6	15	-16	-5
Oc1ccc(/C=N/Nc2ccnc3cc(Cl)ccc23)c(O)c1	6	-41	-60	0	10	9	-7	-6	-13	-24	-2
COC(=O)c1sc(-c2ccc(Cl)cc2)cc1NC(=O)COCC(=O)O	-23	2	-6	-3	-3	8	-4	-39	15	24	3
CCN(C[C@H]1N[C@@](CC)(C(=O)OC)[C@H]2C(=O)N(C)C(=O)[C@@H]12)S(=O)(=O)c1ccccc1	-12	5	8	8	-8	-1	26	5	6	8	-2

The list goes on.
mol	C8 TRAIL sens	SRC1 inh	NR5A2 inv ag	Vif imaging	NOD2 RIPK2 PPI	TLR9-MyD88 block	SRC2 inh	TROY signal inh	SRC3 inh	NR2F2 inh	EBV LMP1 NFkB
CCCCOc1ccc(C(C)NC(=O)C2CCCN(S(=O)(=O)CC)C2)cc1 (stereo not drawn)	-5	-7	15	-10	-1	-5	-26	-13	-28	4	0
COCCCNC(=S)Nc1ccc2nc(N3CCOCC3)cc(C)c2c1	-10	15	0	2	-1	-12	-17	-13	5	7	-5
Cc1ccc(CN2CCNC(=O)C2CC(=O)NCC(F)(F)F)o1 (stereo not drawn)	0	-3	0	6	-6	7	4	-2	1	-9	2
CC(C)(C)c1ccc(C(=O)NCC(=O)OCC(=O)Nc2ccccc2[N+](=O)[O-])cc1	-6	-16	1	-1	-1	6	15	-1	7	-12	2
COc1ccc(C(=O)N2CCCC2)cc1	10	13	23	-6	-2	1	-7	-7	2	0	-9
CC1(C)Cc2cccc(OCC(=O)NCCc3ccccc3)c2O1	-7	-73	-28	-10	8	2	-37	-52	-17	-10	-11
Cc1cnc(C(=O)OCC(=O)c2cccc3ccccc23)cn1	-6	-13	-3	-4	0	-2	-4	12	-14	8	-1
CCOC(=O)C1C2C=CC3(CN(c4ccccc4CC)C(=O)C13)O2 (stereo not drawn)	-1	-21	6	nt	-8	3	12	-21	9	-2	4

(continued)
mol	C8 TRAIL sens	SRC1 inh	NR5A2 inv ag	Vif imaging	NOD2 RIPK2 PPI	TLR9-MyD88 block	SRC2 inh	TROY signal inh	SRC3 inh	NR2F2 inh	EBV LMP1 NFkB
O=C(NCc1nnc(SCC(=O)N2CCc3ccccc32)o1)c1cccs1	0	9	18	-2	-5	2	5	11	-3	5	5
Cc1c(C)n(C)c2ccc(C(=O)Nc3cccc4ccccc34)cc12	11	7	-30	-8	-6	6	-6	-14	10	-8	-2
Cc1cccc(C)c1NC(=O)CN(c1c(C)cccc1C)S(C)(=O)=O	-12	3	-12	-1	-7	1	-23	0	6	12	-6
COc1ccc(CCNCCC(=O)Nc2c(C)cc(C)cc2C)cc1OC	7	3	13	0	4	-11	6	4	12	12	6
COc1cc(-c2nc3ccc(C)cn3c2NCc2ccccc2)ccc1-c1cccc(Cl)c1	6	1	-1	13	1	2	-13	-2	2	-2	-1
Cn1cc(Cl)c(C(=O)Nc2nc3ccc([N+](=O)[O-])cc3s2)n1	25	5	22	0	-12	5	12	-37	-22	0	-9
O=C(COC(=O)C1CC(=O)N(Cc2ccccc2)C1)c1ccc(F)cc1 (stereo not drawn)	17	-10	9	11	8	-8	-32	16	-3	9	-7
CCCCS(=O)(=O)N1CN(S(=O)(=O)CCCC)C2NC(=O)NC21 (stereo not drawn)	-5	-26	-6	-1	-1	9	-43	-16	-45	-14	-4

The list goes on:
mol	C8 TRAIL sens	SRC1 inh	NR5A2 inv ag	Vif imaging	NOD2 RIPK2 PPI	TLR9-MyD88 block	SRC2 inh	TROY signal inh	SRC3 inh	NR2F2 inh	EBV LMP1 NFkB
O=C(COC(=O)c1ccncc1)NCCCc1ccccc1	-7	16	-10	1	-3	-3	-12	11	6	13	-7
CCCCn1nnc(NC(=O)c2ccc(-c3ccccc3[N+](=O)[O-])o2)n1	13	-14	-10	2	-3	6	-3	-3	-12	-9	-5
O=C(NCCCc1ccc(F)cc1)C1CCC(=O)N(CCN2CCOCC2)C1 (stereo not drawn)	-42	-7	2	11	-2	-12	-13	-5	3	-3	1
Cc1c(C(=O)O)cccc1-n1c(C)cc(/C=N/NC(=O)c2cc3ccccc3o2)c1C	7	-17	-16	-2	3	7	2	-3	-10	-4	2
Cn1nnnc1SCC(=O)Nc1ccccc1N1CCCCC1	-12	-15	-5	nt	-23	1	11	-23	7	-11	-2
Cc1ccccc1C(=O)NNc1ncnc2c1cnn2C	-4	-13	-9	-3	-11	20	-10	9	-25	-21	2
COc1ccc(CC(=O)NNC(=O)c2cnccn2)cc1	5	-20	-6	-12	-7	4	9	19	12	-15	-10
CCOC(=O)C(C)Oc1cc(Cl)c(C=O)cc1OC (stereo not drawn)	-12	8	-2	7	-6	1	-4	-6	24	15	2

Next structures.
mol	C8 TRAIL sens	SRC1 inh	NR5A2 inv ag	Vif imaging	NOD2 RIPK2 PPI	TLR9-MyD88 block	SRC2 inh	TROY signal inh	SRC3 inh	NR2F2 inh	EBV LMP1 NFkB
COCC(=O)Nc1ccc2c(c1)[C@@H]1C[C@H](CC(=O)NCc3ccccc3)O[C@@H](CO)[C@@H]1O2	3	7	24	2	1	-3	11	4	-1	8	2
COc1ccc(-c2cc3nc(C)cc(NCCO)n3n2)cc1	-8	-9	-36	8	-9	-16	-17	-26	-14	-10	-4
Cc1cc(NS(=O)(=O)c2ccc(NC(=O)c3cc(-c4ccccc4Cl)nc4ccccc34)cc2)no1	23	5	-19	-1	-3	-7	0	11	14	1	3
CN(C)CCCNc1nc2cc(-c3cccc(C(F)(F)F)c3)sc2c(=O)n1C	28	2	-2	-1	-10	nt	-3	-32	-5	3	nt
O=C(CN1CCN(S(=O)(=O)c2ccc(F)c(F)c2)CC1)Nc1ccccc1C(=O)NC1CC1	-3	7	4	1	4	3	33	3	11	6	7
COc1ccc(NC(=O)Cn2c(=O)n(CCC(=O)NCC3CCCO3)c(=O)c3cc(OC)c(OC)cc32)cc1 (stereo not drawn)	6	5	-10	-12	-7	9	-41	2	2	-6	0
COCCN(C(=O)C1CCC1)c1c(N)n(CC(C)C)c(=O)[nH]c1=O	-2	0	18	-5	-3	2	-15	3	-23	7	-4
CCOC(=O)[C@@H]1[C@H]2COc3ccccc3[C@@H]2N2C(=O)N(c3ccc(Cl)cc3)C(=O)[C@]12C	-14	-23	10	0	0	-8	-10	14	-10	20	-3
O=C(CN1C(=O)COc2ccc(Cl)cc21)Nc1ccc2c(c1)OCCO2	-4	-18	16	nt	-5	3	4	-3	-15	6	-1

Source: PubChem (several laboratories)
